SR-BI HDL uptake: mouse SR-BI HDL lipid transfer inhibition; AID 488896; Q61009; ldlA[mSR-BI] CHO cells, DiI-HDL uptake fluorescence, 3 h; hit rate 0.96% among 320,000; inhibition, % at 12.5 µM;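 active = mean replicate inhibition of at least 70% and a set share of replicates each scoring 70 or more; inconclusive = meets just one of the two criteria; inactive = fails both criteria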;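 also: 0% = median of neutral control wells and 100% = median of positive control wells; values of inactives mirror those of a sister screen read the other way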
Target sequence (Q61009 whole entry, looked up): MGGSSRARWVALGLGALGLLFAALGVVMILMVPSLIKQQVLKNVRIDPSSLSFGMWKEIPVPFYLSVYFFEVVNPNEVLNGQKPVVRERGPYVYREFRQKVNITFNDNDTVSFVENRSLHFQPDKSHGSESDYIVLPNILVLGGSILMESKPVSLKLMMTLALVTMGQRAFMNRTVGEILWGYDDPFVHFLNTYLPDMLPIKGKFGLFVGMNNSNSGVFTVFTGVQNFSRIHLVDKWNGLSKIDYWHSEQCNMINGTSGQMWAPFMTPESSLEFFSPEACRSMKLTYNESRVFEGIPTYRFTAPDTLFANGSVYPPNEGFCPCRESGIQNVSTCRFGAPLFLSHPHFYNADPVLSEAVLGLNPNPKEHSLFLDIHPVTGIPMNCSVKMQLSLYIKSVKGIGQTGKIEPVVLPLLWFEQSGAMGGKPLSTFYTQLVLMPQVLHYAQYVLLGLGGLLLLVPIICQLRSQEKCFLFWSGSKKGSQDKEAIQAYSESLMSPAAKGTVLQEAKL
dFosB act: mouse delta FosB homodimer activation; P13346; purified delta FosB, TAMRA-CDK5 oligo fluorescence polarization; percent of positive-control signal above neutral wells; activation, % at 25 µM; hit rate 0.99% among 340,000;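 active = mean activation above about 17%, with every replicate also reaching it, limit read from the data, passing the limit was not always enough; inconclusive = only one of the two conditions met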;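 also: fluorescence polarization rise as delta FosB binds a TAMRA Cdk5 AP-1 oligo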
SR-BI uptake up: activators of SR-BI mediated HDL lipid uptake; CHO ldlA[mSR-BI] cells, DiI-HDL uptake fluorescence, 3 h; 100 = double the neutral-control signal; activation, % at 12.5 µM; hit rate 0.096% among 320,000; AID 504775;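 active = mean replicate activation of at least 60% and every replicate at or above 60%; inconclusive = mean or all-replicate condition met, but not both; inactive = mean below 60% and not all replicates reaching 60%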;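 also: 0% = median plate neutral-control signal and 100% = twice that signal; values of inactives mirror those of a sister screen read the other way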
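Material: SR-BI-overexpressing, LDLR-lacking CHO cells; schedule: compound exposure 3 h, 37 °C; reagent: DiI-labelled HDL at 10 µg/mL final; technique: bottom-read fluorescence, 550/595 nm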
HTR5A ag: counter-screen for OPRM1-OPRD1 agonists: human HTR5A agonism; P47898; HTR5A agonist assay, luminescence, cell-based; activation, % at 9.3 µM; hit rate 0.61% among 340,000; AID 504692; in the data active = activation mostly above about 9.5%, no sharp cut-off; inactive = mostly below about 7.6%;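 also: 0% = cells with vehicle only and 100% = reference agonist; strong numbers were not always called active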
Target sequence (P47898 whole entry, looked up): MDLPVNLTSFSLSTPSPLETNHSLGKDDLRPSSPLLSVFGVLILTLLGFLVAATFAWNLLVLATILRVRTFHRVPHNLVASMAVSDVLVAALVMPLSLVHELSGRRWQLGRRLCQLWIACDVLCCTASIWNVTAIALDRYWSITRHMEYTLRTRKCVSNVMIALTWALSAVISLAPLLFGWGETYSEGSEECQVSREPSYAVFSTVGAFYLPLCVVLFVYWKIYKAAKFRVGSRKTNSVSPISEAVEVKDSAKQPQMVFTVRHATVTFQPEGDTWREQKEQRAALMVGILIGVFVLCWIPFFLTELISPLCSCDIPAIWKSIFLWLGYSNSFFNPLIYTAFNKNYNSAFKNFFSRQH
RTF Ca sens act: increases calcium sensitivity of human cardiac regulated thin filaments. P19429+P45379. IANBD-labeled TnC RTF fluorescence at EC20 calcium; 0% EC20 calcium, 100% full calcium. activation, % at 7.2 µM. hit rate 0.24% among 340,000. AID 493008;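 active = activation above the mean over all tested compounds plus 3 SD, cut at about 30% in these data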;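 also: rise in fluorescence read as greater calcium sensitivity of cardiac thin filaments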
PvdQ acylase: blocks Pseudomonas aeruginosa PvdQ acylase activity. purified PvdQ acylase, fluorescence plate reader. inhibition, % at 10 µM. hit rate 0.063% among 340,000; in the data active = inhibition above about 30%, passing the limit was not always enough; inconclusive = no clear call, values can overlap the other calls;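 also: 0% = vehicle neutral wells and 100% = reference inhibitor wells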
MITF act: increases MITF-driven TRPM1 promoter luciferase signal. hit rate 0.75% among 300,000. AID 588334. SK-MEL-5 TRPM1-promoter luciferase, 24 h; % of positive control, neutral wells = 0. activation, % at 12.5 µM;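 active = mean activation of at least 80% with every replicate also reaching 80%; inconclusive = mean reaches 80% but some replicate falls short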;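 also: 0% = neutral control wells and 100% = parthenolide positive control wells; values of inactives mirror those of a sister screen read the other way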
CDK5 p35 inh: CDK5/p35 (human) kinase inhibition; Q00535+Q15078; Recombinant CDK5/p35, ADP-Glo luminescence, 60 min; inhibition, % at 10 µM; hit rate 0.01% among 330,000; AID 488839;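 active = highest replicate inhibition of at least 50% and at least 75% of replicates reaching 50%; inconclusive = only one of the two criteria met; inactive = both criteria failed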;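 also: plate controls were DMSO neutral control for no effect and GW8510 at 10 µM for full effect; many of its hits are not listed in these tables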
Wnt bcat act: activators of Wnt/beta-catenin signaling | activation, % at 9.35 µM | Wnt/beta-catenin reporter cell assay, activator, plate reader | hit rate 1.2% among 300,000; in the data active = activation above about 30%, passing the limit was not always enough; inconclusive = no clear call, values can overlap the other calls;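 also: 0% = neutral control wells and 100% = positive control wells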
Rtt109 HAT inh: inhibitors of Candida albicans Rtt109/Vps75 histone acetyltransferase | AID 540336 | hit rate 0.16% among 330,000 | inhibition, % at 34.9 µM | purified Rtt109/Vps75, ThioGlo CoA-SH fluorescence, 4 h | Q5AAJ8;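 active = inhibition of at least 50% in every replicate; inconclusive = best replicate reaches 50% inhibition but some replicates fall short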
Numbers without * were called inactive; u = inconclusive; x = not tested or not shown. Hits appear at their usual frequency; any-hit rate near 4.4%.

mol,SR-BI HDL uptake,dFosB act,SR-BI uptake up,HTR5A ag,RTF Ca sens act,PvdQ acylase,MITF act,CDK5 p35 inh,Wnt bcat act,Rtt109 HAT inh
COc1cc(/C=C/C(=O)OCC(=O)Nc2ccc(Cl)cn2)ccc1O,4,-10,-4,4,-5,-5,6,-1.0,7,-1
CC(NC(=O)c1ccco1)C(=O)Nc1nc(-c2ccccn2)cs1 (stereo not drawn),1,-5,-1,3,5,-15,0,-3.5,-14,0
CC(=O)Nc1ccc(NS(C)(=O)=O)cc1,-42,1,42,2,3,-9,2,1.2,4,11
CC(C)c1ccc(-c2nn(-c3ccccc3)cc2C(=O)NCC2CCCO2)cc1 (stereo not drawn),-2,-23,2,3,-8,-2,5,0.6,-5,2
C=CCSc1nc2sc3c(c2c(=O)[nH]1)CC(C)(C)OC3,-13,1,13,-2,-3,-4,x,-0.1,0,-21
Cc1cccc(NC(=O)CSCC(=O)N2CCN(C(=O)c3ccco3)CC2)c1,-8,-12,8,-1,3,-10,-5,-0.4,0,-11
CCSc1nnc(CNC(=O)C23CC4CC(CC(C4)C2)C3)n1Cc1ccccc1,11,-8,-11,-5,-10,-7,-4,-0.1,-3,-8
CCCCC1=CC2=C(c3ccco3)C(=O)C(C)(OC(=O)c3ccc(OC)cc3)C(=O)C2=CN1c1ccccc1 (stereo not drawn),-6,-4,6,6,-8,10,7,1.9,x,21
O=C(NNC(=O)c1ccc(Cl)nc1)c1ccncc1,6,-7,-6,4,2,9,12,1.0,0,0
O=C(c1ccc(Cl)cc1Cl)N1CCc2ccccc21,7,-2,-7,-1,5,-13,-3,-0.1,-1,-1
O=C(Cc1cccs1)N(Cc1cccs1)C1(C(=O)NC2CCCCC2)CCCCC1,-3,-11,3,-2,3,-6,x,1.3,-6,-13
COc1ccc(NC(=O)C2C3CCC(O3)C2C(=O)O)cc1OC (stereo not drawn),4,-2,-4,2,-3,-9,x,1.3,-1,-2
Cc1cnc(C(=O)NCCc2ccc(Cl)cc2)cn1,-7,1,7,3,0,3,65,2.4,14,7
CCOC(=O)C(C(=O)OCC)[C@@H]1CS(=O)(=O)C[C@H]1C(C(=O)OCC)C(=O)OCC,-12,-12,12,-1,5,-8,7,-0.1,x,-11
O=C(NCc1ccccc1)NS(=O)(=O)c1ccccc1Cl,-3,-3,3,1,3,-16,x,2.0,x,6
CC(=O)Nc1ccc(NC(=O)CSc2nnc(C)c(=O)[nH]2)cc1,-13,-3,13,3,-1,-12,7,0.0,-2,-3
Cc1cc(C(=O)N2CCN(c3ccccn3)CC2)c(C)o1,-15,-5,15,1,-2,-20,5,1.6,-5,-30
O=C(CCC(=O)OCc1ccc(C(=O)Oc2ccc(Cl)cc2)cc1)Nc1ccccc1,-13,-4,13,3,-9,-3,9,0.8,-1,8
CC[C@]1(C(=O)OC)[C@H]2C(=O)N(C)C(=O)[C@H]2[C@H]2CN=C(SCc3ccc(C(=O)OC)cc3)N21,x,-7,x,0,0,-14,-2,-0.7,0,0
COc1cc(CN2CCN(C(=O)CC(C)C)CC2)c([N+](=O)[O-])cc1OC,-11,-2,11,9,2,-12,-6,-0.8,-2,0
COc1ccccc1C1C([N+](=O)[O-])=CC([N+](=O)[O-])=CN1C (stereo not drawn),2,0,-2,-2,8,-12,5,0.3,0,-3
CC(=O)N1CC=CC1(C)C(=O)O (stereo not drawn),7,-4,-7,-2,-2,-4,5,-0.7,-3,-5
CCn1cc(-c2ccnc3cc(C(=O)O)nn23)c(C)n1,-7,-5,7,-2,4,5,-6,0.4,-1,-2
O=C(CNC(=O)c1ccc(Br)cc1)NC1=NCCS1,x,0,x,-4,-3,6,5,2.1,1,4
COCC(=O)N1CCC(Oc2ccc(C(=O)NCCCC3CCCC3)cc2)CC1,-6,-11,6,-2,2,-11,-8,-0.6,0,-10
CCCCSc1cc(C)nc2ncnn12,-25,4,25,-5,4,-21,-1,0.9,x,-6
Cc1nn(C(C)(C)C)c(OC(=O)c2cccs2)c1S(=O)(=O)c1ccccc1,12,-8,-12,3,10,-1,x,0.5,3,1
O=C(CSc1nc2ccc([N+](=O)[O-])cc2s1)NCC1CCCO1 (stereo not drawn),x,-7,x,2,-5,-3,-5,0.4,-2,-1
O=C(NN=Cc1ccc([N+](=O)[O-])cc1)C1CC1,-7,-6,7,2,12,-6,17,0.1,-4,-5
Cc1noc(C)c1NC(=O)N(C)C[C@H]1Oc2ccc(NS(=O)(=O)c3c(C)noc3C)cc2C(=O)N([C@H](C)CO)C[C@@H]1C,5,3,-5,0,-3,-4,1,-1.6,2,7
CC(C)c1ccc(-c2c(C#N)c(N)nc(SCC(=O)N3CCCCC3)c2C#N)cc1,11,-1,-11,3,6,-4,-14,-0.9,-4,-6
COc1ccc(C(=O)N(C)Cc2ccc(C)o2)cc1OC1CCN(C(C)C)CC1,-10,-9,10,3,3,-5,0,0.3,-1,4
Cc1nc2ccccc2c(=O)n1NC(=O)c1cccc(Cl)c1,20,-1,-20,2,3,-6,-17,0.0,4,14
Cc1ccc(S(=O)(=O)N2CCN(C(=O)N3CCCC3)CC2)cc1,x,0,x,7,5,13,5,0.8,-5,8
O=C1C2Sc3[nH]c(=O)sc3C(c3cc([N+](=O)[O-])ccc3O)C2C(=O)N1c1ccccc1 (stereo not drawn),-2,-9,2,-6,-6,-7,-6,-0.3,-2,-4
C[C@@H]1O[C@@H](O[C@H]2[C@H](Oc3cc(O)c4c(c3)O[C@H](c3ccc(O)cc3)CC4=O)O[C@H](CO)[C@@H](O)[C@@H]2O)[C@H](O)[C@H](O)[C@H]1O,-10,-2,10,1,6,3,2,-0.3,-5,12
CCOc1ccc(CCNC(=O)CN2CCN(Cc3ccccc3C)C2=O)cc1OCC,79*,5,-79,3,-2,-12,-6,2.0,x,9
COc1ccc(/C(=N/OC(C)=O)c2nccc3cc(OC)c(OC)cc23)cc1OC,-11,-10,11,3,-6,-7,-8,1.2,1,1
CCOC(=O)N1CCN(c2ncnc3c2oc2nc(C(C)C)c4c(c23)CCC4)CC1,-14,7,14,5,0,-9,-1,-0.5,x,-9
Cc1nc2ccccc2c(=O)n1CC(=O)N1CCOCC1,-24,-4,24,-1,4,-9,-1,1.1,1,-14
Cc1ccc2nc(C)cc(N/N=C/c3cccc(O)c3)c2c1,26,-5,-26,0,3,-7,x,-1.2,2,0
Cc1cc(C)nc(N/N=C/c2ccc([N+](=O)[O-])o2)n1,13,2,-13,6,-6,-14,-31,-0.3,3,1
CCN(CC)S(=O)(=O)c1ccc(/C=C/C(=O)OCC(=O)Nc2ccc(C(N)=O)cc2)cc1,-1,9,1,-5,1,0,-9,0.4,-1,-7
CC(C)(CSc1ccccn1)NS(=O)(=O)c1ccccc1,-10,-2,10,7,12,-4,10,-0.7,x,3
O=C(NNC(=O)C1CC(=O)N(c2ccc3c(c2)OCCO3)C1)c1ccc(F)cc1 (stereo not drawn),15,-2,-15,6,-6,11,-1,1.2,-1,10
C=CCc1ccc(OCC(O)CN2CCCCC2C)c(OC)c1 (stereo not drawn),-13,4,13,0,2,-7,x,-0.3,-1,6
O=C(Cc1ccc(F)cc1)NCCS(=O)(=O)N1CCN(c2ccccc2)CC1,3,-8,-3,5,-4,-12,-12,-0.6,-1,-2
Cc1ccc(N(C)C(=O)CCS(=O)(=O)c2ccc3c(c2)oc(=O)n3C)cc1,0,-5,0,-1,-3,3,-5,0.2,2,4
COCCOC(=O)C(C#N)c1nc2ccccc2nc1N1CCCC1 (stereo not drawn),-16,-3,16,-4,3,-6,-11,0.2,x,-6
CC(C)CCN1C(=O)c2ccc(C(=O)Nc3cccc(S(N)(=O)=O)c3)cc2C1=O,30,-4,-30,1,-3,13,5,x,1,-8
CCN(CC)S(=O)(=O)c1ccc(-c2ccc(S(=O)(=O)N(CC)CC)cc2)cc1,36,-3,-36,1,-1,-14,-33,-0.3,x,-2
COCC(=O)N(c1ccc(C(C)C)cc1)C1C=CS(=O)(=O)C1 (stereo not drawn),-17,-7,17,-4,-2,-18,9,-0.6,-4,-10
CNC(=O)c1ccccc1Sc1ccccc1CO,16,-3,-16,-1,0,-1,x,0.1,1,-1
Cc1cccc(C(=O)NNC(=O)c2ccc(F)cc2)c1,-27,4,27,2,-1,3,15,0.6,3,8
NC(=O)c1ccc(C(=O)c2ccc([N+](=O)[O-])cc2)cc1,14,-1,-14,-1,5,17,-15,0.2,u,0
Cc1nnc(NC(=O)CSc2nnc(Cc3ccccc3)n2-c2ccccc2)s1,-7,-7,7,-1,5,-10,5,-0.3,x,5
CCOC(=O)C(NCCOC)(NC(C)=O)C(F)(F)F (stereo not drawn),-8,-5,8,-4,-3,-5,-3,1.5,4,-5
O=C(CN1CCCc2ccccc21)Nc1ccccc1[N+](=O)[O-],16,-8,-16,-4,5,-6,-9,1.0,-1,-1
CC(C)(C)CN1CCN(CC#Cc2ccccc2)CC1CCO (stereo not drawn),-18,-2,18,-2,5,-7,x,-0.1,2,-3
Cc1ccc(C(=O)NCCCN2CCOCC2)cc1N1CCCC1=O,-20,-4,20,2,6,-12,6,0.9,-5,-15

The list goes on.
mol,SR-BI HDL uptake,dFosB act,SR-BI uptake up,HTR5A ag,RTF Ca sens act,PvdQ acylase,MITF act,CDK5 p35 inh,Wnt bcat act,Rtt109 HAT inh
CCC1CCc2c(n(C)c3ccccc3c2=O)O1 (stereo not drawn),-6,-7,6,1,-3,-16,-4,-0.7,1,8
CC(C)(C)Nc1nc(NCc2cccnc2)nc(N2CCOCC2)n1,2,-6,-2,0,-4,-12,5,-1.2,-7,7
COc1ccc(CCC(=O)NNC(=O)Nc2cccc(Cl)c2)cc1,-7,-2,7,-2,4,-19,-6,-0.5,1,-17
Cc1ccc(C(=O)N/C(=C\c2ccc(F)cc2)C(=O)NCCCn2ccnc2)cc1,x,-8,x,5,0,9,-7,1.1,-2,11
CCC(=O)c1ccc(OCC(O)CN2CCOCC2)cc1 (stereo not drawn),-6,-1,6,2,2,-4,9,-0.4,x,x
COc1cccc(Oc2cc(NN3CCCCC3)c([N+](=O)[O-])cc2[N+](=O)[O-])c1OC,36,-4,-36,-2,2,-6,-15,-1.4,-1,-4
COc1ccc(CCNC(=O)NC23CC4CC(CC(C4)C2)C3)cc1,9,-5,-9,-2,2,-9,34,0.6,8,0
CC(C)CNS(=O)(=O)c1ccc(CCC(=O)N2CCOCC2)cc1,x,-10,x,2,1,-10,4,-0.5,x,2
